Bioassay records (PubChem)
Platelet DG rel: inhibitors of platelet dense granule secretion, primary screen, cell-based, MLPCN, human platelets. 0.22% of 300,000 active. inhibition, %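 (compounds screened at 7.5 µM in platelet-rich plasma)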. human platelet-rich plasma, SFLLRN dense granule ATP release, luminescence;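 active = mean replicate score, as percent of positive control, at or above 50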
HIF act: HIF pathway transcriptional activators, primary screen, cell-based, U2OS HRE-luciferase, luminescence. U2OS HRE-luciferase reporter; normalized: DMSO 0%, desferrioxamine 100%. AID 1910, 2009. activation, % at 7.5 µM (by protocol). 0.32% of 300,000 active;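 active = mean activation of at least 10% of the iron chelator positive control signal, with at least half of replicates also reaching 10%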
KLF5 inh: KLF5 expression inhibitors, primary screen, DLD-1 cells, luminescence | 0.23% of 290,000 active | inhibition, % at 5 µM | AID 1700, 2009 | DLD-1 KLF5 promoter-luciferase reporter;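 active = inhibition above a per-plate limit of that plate's mean compound inhibition plus 3 SD, cut at about 60% in these data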;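 also: 0% = DMSO wells and 100% = LY294002 at 200 µM; higher means less KLF5 promoter-driven luciferase light; inactives centre near -14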
AI-2 QS modul: Vibrio harveyi AI-2 quorum sensing modulators, primary screen, JMH597 strain, luminescence/OD600 ratio | AID 2094, 2009 | activity change, % at 7.5 µM | Vibrio harveyi JMH597 AI-2 luminescence/OD600 ratio, 9 h; stronger effect = lower value; strain lacks LuxN and CqsS sensors; 0 = neutral-control median | 0.4% of 300,000 active; in the data active = activity change below about -75%, passing the limit was not always enough;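 also: luminescence divided by OD600 gain over 9 h not by final OD600 alone; inactives centre near 13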
aSyn 5UTR inh: MLPCN primary screen, SNCA 5' untranslated region; alpha-synuclein 5'UTR reporter, inhibitor activity; inhibition, % (tested at 7.5 µM); 0.82% of 300,000 active; AID 1813, 2009; in the data active = inhibition above about 60%;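 also: H4 neuroglioblastoma cells stably carrying SNCA 5'UTR luciferase fusion; 0% = DMSO wells and 100% = positive control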
IEC-6 cytotox: cytotoxicity in IEC-6 intestinal epithelial cells, primary screen, cytotoxicity control for KLF5 inhibitor project, cell-based, luminescence; IEC-6 cytotoxicity, luminescence viability; inhibition, % at 5 µM; 0.78% of 290,000 active; AID 1825, 2009; in the data active = inhibition above about 22%;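 also: 0% = plate median of test compound wells and 100% = cytotoxic reference compound wells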
HSF1 activator: HSF-1 activators, primary screen, NIH3T3-HGL cells, MG132 stress, luminescence, single point | 1.7% of 300,000 active | activation, % at 9 µM | NIH3T3-HGL HSF-1 luciferase reporter, 8 h; 100% = twice DMSO control signal;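 active = mean replicate activation of at least 50% with a set share of replicates each reaching 50%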;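 also: 0% = median of the neutral control wells and 100% = twice that signal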
HSP90 inh: HSP90 inhibitors, primary screen, cell lysate, luminescence; Heat shock protein HSP 90 (rabbit reticulocyte lysate; luciferase refolding); Rabbit reticulocyte lysate, luciferase refolding luminescence, 3 h; inhibition, % at 5.6 µM; 0.91% of 290,000 active; AID 1789, 2009;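 active = inhibition above the screen-wide mean plus 3 SD, computed separately per campaign, cut at about 16% in these data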;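 also: 0% = DMSO wells and 100% = 60 µM geldanamycin wells; inhibitors lower the luminescence because luciferase stays unfolded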
HSF1 inh: HSF1 inhibitors in luciferase reporter cells, primary screen, cell-based, NIH3T3, luminescence | NIH3T3-HGL HSE-luciferase, MG132-induced, luminescence 8 h; stronger effect = lower value | activity change, negative = inhibition, % at 7.5 µM (by protocol) | 0.77% of 300,000 active | AID 2098, 2009;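 active = more than half of replicate wells show activity change below -50%, luminescence cut by over half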;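 also: luciferase reports HSF-1 transcriptional activity via heat shock element; 0% = median of DMSO wells and -100% = zero luminescence signal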
SKKanGAS inh: S. pyogenes SKKanGAS growth inhibitors in kanamycin, primary screen, streptokinase expression inhibitor project, SKKanGAS strain, BacTiter-Glo luminescence. inhibition, % at 7.5 µM. 1.3% of 300,000 active. 6 h;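 active = mean replicate score, as percent of positive control median, at least 50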;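 also: strain carries kanamycin resistance gene driven by streptokinase promoter and grows in 40 µg/ml kanamycin; loss of luminescence reflects streptokinase promoter inhibition or plain growth inhibition; 0% = median of DMSO wells and 100% = positive control at its reference dose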
* = called active by the depositor; / = not tested or not shown.

(1) Cc1c(Cl)cccc1NC(=S)NCCc1ccc(S(N)(=O)=O)cc1
(2) O=C(NCc1ccc(F)cc1)c1ccc(S(=O)(=O)Nc2cccc(C(F)(F)F)c2)cc1
(3) Cc1ccc(C)c(N/C=C(\C#N)c2nc3ccccc3o2)c1
(4) Cc1cc(C(C)(C)C)cc(C)c1N
(5) CC(C)CN1CCCC(N2CCN(c3cccc(Cl)c3)CC2)C1 (configuration not stated)
(6) Cc1onc(-c2ccccc2)c1C(=O)N/N=C/c1ccc(Br)cc1
(7) CCCCCn1cnc2c(=S)nc(N)[nH]c21
(8) NC(=O)N/N=C/c1cccc(OCc2ccc(F)cc2)c1

compound no.	1	2	3	4	5	6	7	8
Platelet DG rel	1	18	-4	-17	-6	-10	-9	-3
HIF act	0.0	-0.5	0.8	-0.5	-26	-0.4	-20	-0.1
KLF5 inh	2	-25	-41	-9	-47	-27	-26	-29
AI-2 QS modul	13	47	8	19	13	25	-11	4
aSyn 5UTR inh	8	13	-23	-14	0	-10	10	7
IEC-6 cytotox	-9	12	2	-4	0	-2	2	1
HSF1 activator	-3	27	11	12	-4	12	1	-78
HSP90 inh	1	0	4	2	6	5	4	-2
HSF1 inh	-9	-6	4	4	1	16	3	-74*
SKKanGAS inh	4	-4	-7	-4	-17	-2	5	-1

(9) COc1ccc(S(=O)(=O)N2CCc3ccccc32)cc1C(=O)O
(10) COc1ccc2c(ccn2S(=O)(=O)c2ccccc2)c1
(11) O=C(NC1CCCCC1)c1cc(-n2cnnc2)ccc1Cl
(12) Cc1cc(N2C(=O)[C@@H]3[C@H](C2=O)[C@@H]2C[C@H]3C(Br)C2Br)no1 (some centres not stated)
(13) CCOC(=O)CC(=O)CSc1ccc2nnc(-c3ccc(F)cc3)n2n1
(14) CC(C)CC(C(=O)N1CCOCC1)N1Cc2ccccc2C1=O (configuration not stated)
(15) CC(O)Cc1cn([C@@H](CCCCN)C(=O)N2CCNCC2)nn1 (some centres not stated)
(16) Cc1ccc(S(=O)(=O)N2CCN3CCCC3C2)cc1 (configuration not stated)

compound no.	9	10	11	12	13	14	15	16
Platelet DG rel	6	-1	-7	4	-1	-6	1	7
HIF act	2.0	-8.0	-0.5	-0.4	-0.5	-1.7	-0.8	-1.4
KLF5 inh	-56	-17	-28	-5	-72	-10	-3	-61
AI-2 QS modul	7	20	28	39	23	7	21	-6
aSyn 5UTR inh	0	26	-5	-1	0	24	-24	-5
IEC-6 cytotox	2	10	-6	-4	-5	4	-6	-4
HSF1 activator	-4	-8	-1	4	37	-7	-46	4
HSP90 inh	-1	0	-3	-2	-2	2	8	4
HSF1 inh	-3	-7	-1	-1	7	0	-31	-7
SKKanGAS inh	-5	9	7	4	13	-8	2	2

(17) Cc1cc(OCC(=O)C(C)(C)C)c2c(-c3ccccc3)cc(=O)oc2c1
(18) C[C@@H](C(=O)NCC1CC1)[C@@H]1C[C@@]1(C)[C@@H](NC(=O)OCc1ccccc1)c1ccccc1
(19) O=C(CN1C(=O)c2ccccc2C1=O)Nc1nccs1
(20) Cc1ccc(Nc2nc(N)c([N+](=O)[O-])c(N3CCOCC3)n2)cc1
(21) Cc1ccc(OCc2cc(C(=O)NCC(C)c3ccccc3)no2)cc1C (configuration not stated)
(22) COc1ccccc1CCNC(=O)C(=O)NCC1OCCN1S(=O)(=O)c1ccc(OC)c(OC)c1 (configuration not stated)
(23) O=S(=O)(NCc1ccccn1)c1cc(OCC(F)(F)F)ccc1OCC(F)(F)F
(24) O=C(NNc1c2ccccc2nc2ccccc12)c1ccccc1O

compound no.	17	18	19	20	21	22	23	24
Platelet DG rel	-2	-2	0	2	-3	17	-2	-16
HIF act	0.1	-0.4	-0.3	-0.1	-0.4	-0.2	-0.3	0.2
KLF5 inh	-9	-20	-12	3	5	-14	-16	-3
AI-2 QS modul	19	6	-53	19	16	15	19	16
aSyn 5UTR inh	6	6	-38	8	2	1	9	-93
IEC-6 cytotox	2	2	-7	8	2	0	-9	7
HSF1 activator	38	14	-1	-2	-17	-7	16	0
HSP90 inh	4	-1	-4	3	1	-3	1	-6
HSF1 inh	9	4	-1	-1	-2	-3	-5	9
SKKanGAS inh	3	-2	0	-3	10	-4	-3	43

(25) CC(=O)Nc1ccc(NC(=O)C2CCCN(S(=O)(=O)c3ccc(Cl)cc3)C2)cc1 (configuration not stated)
(26) CNc1ccc([N+](=O)[O-])cc1C(=O)O
(27) CCOC(=O)c1c2ccccc2[n+]([O-])n1[C@@H](C)C(N)=O
(28) O=C(O)CC(NC(=O)c1ccco1)c1ccco1 (configuration not stated)
(29) O=c1[nH]n2c(=O)c3c([nH]c2c1N=Nc1cccc(C(F)(F)F)c1)CCCC3
(30) COc1ccc(C)cc1NC(=O)c1cc(S(=O)(=O)N2CCC3(CC2)OCCO3)ccc1F
(31) Cc1ccc(/C=N/NC(=O)Cn2nnc(N)n2)cc1
(32) Cc1cnc(C(=O)N2CCCC(N3CCN(c4ccccc4C)CC3)C2)cn1 (configuration not stated)

compound no.	25	26	27	28	29	30	31	32
Platelet DG rel	-2	11	-2	-3	2	4	4	0
HIF act	0.3	-0.2	2.1	-0.4	1.0	-0.7	-0.3	-0.5
KLF5 inh	-1	9	/	14	-18	-18	-18	-43
AI-2 QS modul	36	20	2	37	39	4	6	31
aSyn 5UTR inh	13	5	1	-5	-4	13	-2	5
IEC-6 cytotox	-3	-5	/	-2	2	8	0	2
HSF1 activator	2	8	4	17	-1	8	-1	7
HSP90 inh	-4	-1	/	12	4	2	4	-1
HSF1 inh	-2	-1	4	-4	4	3	2	-3
SKKanGAS inh	-2	-4	-5	-7	28	-2	-5	-6

(33) Cc1nnsc1C(=O)NNc1ccc(C(C)C)cc1
(34) CCCCc1ccc(NC(=S)NCCc2ccc(S(N)(=O)=O)cc2)cc1
(35) CCCCOc1ccccc1N
(36) CCCS(=O)(=O)N1CCN(C(=O)c2cccc(OC)c2)CC1
(37) Cc1ccc(-c2cnn3c(N4CCOCC4)cc(C)nc23)cc1
(38) COc1cccc(NC(=S)Nc2ccc(F)cc2)c1
(39) Cc1ccc(NC(=O)c2cc(NC(=O)c3ccco3)ccc2N2CCCCC2)cc1
(40) CC1Oc2ccccc2N(Cc2cccnc2)C1=O (configuration not stated)

compound no.	33	34	35	36	37	38	39	40
Platelet DG rel	11	-12	7	1	-6	2	0	2
HIF act	1.1	-3.5	0.2	-0.3	1.7	2.7	-0.3	-0.2
KLF5 inh	-56	-2	-34	-12	21	-2	-11	-10
AI-2 QS modul	7	0	12	5	28	15	-11	5
aSyn 5UTR inh	-99	7	13	-7	19	-42	-17	18
IEC-6 cytotox	-2	3	0	2	8	5	7	3
HSF1 activator	40	10	11	-9	-68	12	7	5
HSP90 inh	2	0	-5	-2	40*	0	2	3
HSF1 inh	9	-5	1	-8	-68*	11	1	6
SKKanGAS inh	6	18	-10	2	2	-1	4	-1

(41) NC(=O)COC(=O)c1ccccc1OCc1ccccc1Cl
(42) COc1ccccc1N1CCN(CCCNC(=O)Nc2ccccc2C)CC1
(43) O=c1cc(CO)occ1OCc1c(F)cccc1Cl
(44) CCOc1ccc(-c2nc(CSCC(=O)NCCN3CCOCC3)c(C)o2)cc1
(45) COc1ccc(/C=C/c2nc(S(=O)(=O)c3ccccc3)c(N(C)C)o2)cc1
(46) N#CC1=C(N)OC2=C(C(=O)CCC2)[C@]12C(=O)N(CC(N)=O)c1ccccc12
(47) O=C(NC(=S)Nc1ccc2c(c1)OCCO2)c1cccc(Br)c1
(48) COCCCNC(=O)Cc1coc2ccc3ccccc3c12
(49) O=C(CN1CCN(S(=O)(=O)c2ccc(Cl)cc2)CC1)NC(=O)NC1CCCCC1

compound no.	41	42	43	44	45	46	47	48	49
Platelet DG rel	3	3	3	-3	-5	/	-7	-5	0
HIF act	-1.6	-0.5	0.3	0.1	-0.2	1.0	2.8	0.8	-0.7
KLF5 inh	-3	-38	-15	4	-21	-9	-177	-20	-65
AI-2 QS modul	21	4	22	3	25	20	15	34	3
aSyn 5UTR inh	27	15	-30	28	9	-3	-302	-11	12
IEC-6 cytotox	1	-2	-1	2	0	4	11	10	-1
HSF1 activator	17	2	-12	-44	17	21	48	17	-9
HSP90 inh	2	1	3	5	-4	2	3	-1	-3
HSF1 inh	5	-1	2	-39	6	2	28	8	-3
SKKanGAS inh	/	-3	2	-3	1	1	-1	10	3

Of the compounds above, these contain an aryl methoxy group.
(9) COc1ccc(S(=O)(=O)N2CCc3ccccc32)cc1C(=O)O
(10) COc1ccc2c(ccn2S(=O)(=O)c2ccccc2)c1
(22) COc1ccccc1CCNC(=O)C(=O)NCC1OCCN1S(=O)(=O)c1ccc(OC)c(OC)c1 (configuration not stated)
(30) COc1ccc(C)cc1NC(=O)c1cc(S(=O)(=O)N2CCC3(CC2)OCCO3)ccc1F
(36) CCCS(=O)(=O)N1CCN(C(=O)c2cccc(OC)c2)CC1
(38) COc1cccc(NC(=S)Nc2ccc(F)cc2)c1
(42) COc1ccccc1N1CCN(CCCNC(=O)Nc2ccccc2C)CC1
(45) COc1ccc(/C=C/c2nc(S(=O)(=O)c3ccccc3)c(N(C)C)o2)cc1

compound no.	9	10	22	30	36	38	42	45
Platelet DG rel	6	-1	17	4	1	2	3	-5
HIF act	2.0	-8.0	-0.2	-0.7	-0.3	2.7	-0.5	-0.2
KLF5 inh	-56	-17	-14	-18	-12	-2	-38	-21
AI-2 QS modul	7	20	15	4	5	15	4	25
aSyn 5UTR inh	0	26	1	13	-7	-42	15	9
IEC-6 cytotox	2	10	0	8	2	5	-2	0
HSF1 activator	-4	-8	-7	8	-9	12	2	17
HSP90 inh	-1	0	-3	2	-2	0	1	-4
HSF1 inh	-3	-7	-3	3	-8	11	-1	6
SKKanGAS inh	-5	9	-4	-2	2	-1	-3	1
